Salmonella PhoP GFP – PhoP regulon inhibitors, Salmonella typhi PhoP promoter GFP reporter, confirmatory (AID 1850); Salmonella Typhi PhoP-promoter GFP reporter, fluorescence, 4 h; higher % means a stronger effect; inhibition, % at 50 µM, or IC50 in µM where a hit was titrated; 310,000 compounds, 0.33% hits; in the data active means a potency from the dose series; inconclusive means inhibition mostly from about 25% at the one dose, without a potency; inactive means the rest, 99 in 100 with inhibition below about 19%;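 further: 0% = induced wells with vehicle and 100% = uninduced wells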
VEEV TC-83 Vero – inhibitors of VEEV TC-83 cytopathic effect, confirmation, Vero cells (AID 588727); Vero cells, VEEV TC-83 cytopathic effect inhibition; higher % means a stronger effect; inhibition, % at 20 µM, or IC50 in µM where a hit was titrated; 350,000 compounds, 0.13% hits; in the data active means a potency from the dose series; inconclusive means inhibition mostly from about 14% at the one dose, without a potency; inactive means the rest, 99 in 100 with inhibition below about 12%; further: strong numbers were not always called active
M. tuberculosis – growth inhibition of non-replicating M. tuberculosis (AID 488890) | inhibition, % at 25 µM, or IC50 in µM where a hit was titrated | Mycobacterium tuberculosis non-replicating, growth inhibition; higher % means a stronger effect | 320,000 compounds, 0.39% hits; in the data active means a potency from the dose series; inconclusive means inhibition mostly from about 82% at the one dose, without a potency; inactive means the rest, 99 in 100 with inhibition below about 76%;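 further: plate controls were DMSO cells for no effect and high antibiotic wells for full effect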
H1N1 NS1A inhibition – H1N1 influenza NS1A inhibitors, functional cell based assay (AID 504329); one-dose inhibition, % at 12.5 µM; IC50 in µM for titrated hits; NS1A functional cell-based assay, percent inhibition; higher % means a stronger effect; 340,000 compounds, 0.3% hits; in the data active means a potency from the dose series; inconclusive means inhibition above about 27% without an active follow-up result; further: strong numbers were not always called active
H37Rv inhibition – M. tuberculosis growth inhibition, HTS (AID 449762); M. tuberculosis H37Rv growth inhibition, 7H9 media; higher % means a stronger effect; one-dose inhibition, % at 25 µM; IC50 in µM for titrated hits; 330,000 compounds, 0.59% hits; in the data active means a potency from the dose series; inconclusive means inhibition above about 70% without an active follow-up result;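 further: bacterial growth assessed after seven days of incubation; strong numbers were not always called active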
VEEV TC-83 Vero 10K pilot screen – recorded beside VEEV TC-83 Vero, whose call it bears; inhibition, %; measured here: 10K pilot screen inhibition
Active calls of the source: *; i = inactive; ? = inconclusive; . = not tested or not shown. Outcome played no part in choosing rows; about 1.4% have a hit in one of these screens.

SMILES | Salmonella PhoP GFP | VEEV TC-83 Vero | M. tuberculosis | H1N1 NS1A inhibition | H37Rv inhibition | others
CC(=O)Nc1ccc(OC(=O)c2cccs2)cc1 | 0% | 0.8% | 62% | -5% | -5%
O=C1CCC2(CC1)NC(=O)N(c1ccccc1)N2 | 2% | 0.8% | 74% | 5% | ? | VEEV TC-83 Vero 10K pilot screen=0.7
CCN(CC)CCCN1C(=O)C(=O)/C(=C(/O)c2c(C)nc3ccccn23)C1c1ccc(C)o1 (configuration not stated) | . | i | . | 15% | .
Fc1ccc2nc(N3CCOCC3)sc2c1 | -2% | 0.1% | 11% | 6% | -1%
COc1ccc2[nH]c3c(=O)n(CCc4ccccc4)cnc3c2c1 | 9% | 1.2% | 5% | -11% | 6%
O=C(CN1CCCC1)Nc1ccc(NC(=O)Nc2ccccc2Cl)cc1 | -5% | 2.9% | 16% | -12% | -6%
COc1ccc(C(=O)N/N=C(/C)c2ccc(N3CCCCC3)cc2)cc1 | 2% | 0.6% | -9% | -6% | 2%
O=C(Nc1ccc(Cl)cc1)NC1CCCc2ccccc21 (configuration not stated) | -8% | 1.9% | 0% | 0% | -1%
CCCCCCCCCCCCOC(=O)C[N+](C)(C)C | 30µM* | 0.3% | -17% | . | -12%
Clc1cccc(Cl)c1-c1noc(-c2ccno2)n1 | 6% | 0.2% | 6% | -1% | 5%
COc1ccc(N2CCCC2)c(NC(=O)c2ccc(Br)o2)c1 | -8% | i | 30% | 8% | 1%
c1cnc(N2CCN(c3cnccn3)CC2)nc1 | 14% | 1.2% | 1% | -5% | 2%
Cc1c(C2C(C#N)=C(N)OC3=C2C(=O)CCC3)cnn1C (configuration not stated) | 4% | 2.1% | 2% | -7% | 4%
c1ccc(-c2nc(-c3ccc(-c4ccon4)s3)no2)cc1 | -12% | 2.0% | -4% | 4% | 4%
C/C(=N\Nc1ccc(S(=O)(=O)Nc2ccccc2)cc1[N+](=O)[O-])c1ccc(N2CCOCC2)cc1 | 7% | 0.6% | -12% | -26% | 5%
CN(C)C(=O)CCc1ccc2c3c([nH]c2c1)[C@]1(C)[C@@H](C(=O)N2CCCCC2)C[C@H](CC(=O)NCCc2ccccn2)C(=O)N1CC3 | . | 0.4% | . | -7% | .
COC(=O)c1cnn(C(=O)c2cc(OC)ccc2Br)c1N | -1% | 0.5% | 4% | -2% | -2%
O=C(CCSCCC(=O)NN=Cc1ccccc1O)NN=Cc1ccccc1O | . | 7.6% | . | 2% | .
CNc1oc(-c2ccccc2Cl)nc1C#N | 0% | 2.5% | -16% | -6% | -3%
CCOC(=O)c1ccc(N=C2SC(C(=O)NC)CC(=O)N2CCc2ccccc2)cc1 (configuration not stated) | -2% | 1.5% | 0% | -5% | 4%
O=c1[nH]c(/C=C\c2cccnc2)c([N+](=O)[O-])c(=O)[nH]1 | 6% | 0.3% | 8% | -18% | -3%
O=C(/C=C/c1ccco1)NCC1COc2ccccc2O1 (configuration not stated) | 5% | 1.2% | 9% | -1% | -3%
O=C(COc1coc(CN2CCCc3ccccc32)cc1=O)Nc1cccc([N+](=O)[O-])c1 | 1% | 1.6% | -1% | 0% | 1%
COCCCNC(=S)NNC(=O)C1CC1c1ccc(C(C)(C)C)cc1 (configuration not stated) | . | 1.7% | . | 18% | .
CC(=O)c1cccc(NC(=O)CCS(=O)(=O)c2cccc3nsnc23)c1 | -6% | 0.1% | 29% | 12% | -3%
CCOC(=O)C(C)(C)NS(=O)(=O)c1ccc(Cl)c([N+](=O)[O-])c1 | -2% | 2.3% | -13% | -3% | 1%
CC(C)Oc1ccc(C(=O)NC(=S)N2CCOCC2)cc1 | 0% | i | 23% | -6% | 2%
CCCc1nc2ccccc2c(C(=O)OC2CCOC2=O)c1CC (configuration not stated) | -2% | 1.8% | -17% | 4% | -4%
O=C(c1ccco1)N1CCN(C(=O)C2CC(=O)N(c3ccccc3)C2)CC1 (configuration not stated) | 6% | 1.8% | 5% | 11% | 2%
Cn1c(=O)c2c(nc(N3CCOCC3)n2CCCNC2=NCCCCC2)n(C)c1=O | -12% | 0.8% | -3% | 2% | -2%
Cc1cccc(S(=O)(=O)NC2CCCCCCC2)c1 | -6% | 0.9% | 31% | -3% | -3%
O=C(CN1C(=O)NC2(CCCCC2)C1=O)Nc1cc(C(F)(F)F)ccc1N1CCCCC1 | 2% | 1.7% | 10% | -11% | 69%
CN(C)/N=C/c1ccc(OC(=O)c2cccc([N+](=O)[O-])c2)cc1 | -4% | 0.3% | ? | 12% | ?
CCc1cc2c(=O)c(-c3ccc(F)cc3)c(C)oc2cc1OCC(=O)O | 6% | 0.2% | -2% | -9% | 2%
Cc1cccc(-n2cnc3c(sc4nc(N5CCOCC5)c5c(c43)CCCC5)c2=O)c1 | 6% | 8.1% | 61% | -24% | 5%
COc1ccc(OCCCC(=O)OCC(=O)Nc2c(C)nn(-c3ccccc3)c2C)cc1 | 5% | 1.0% | 1% | -14% | 10%
Cc1ccc(CSc2ncnc3c2cnn3Cc2ccccc2)cc1 | 17% | i | 67% | 0% | 3%
COc1ccc(NC(=O)CSc2nnnn2-c2ccccc2OC)c(OC)c1 | -4% | 4.4% | 11% | 2% | 1%
CCOC(=O)CCN(C(=O)Nc1ccccc1)C1CCCCC1 | . | 2.1% | . | -15% | .
COc1ccc(OCC(=O)NNC(=O)Nc2cccc(Cl)c2)cc1 | 0% | i | -4% | -1% | 1%
CNC(=O)/C(C#N)=C/c1c(N2CCN(c3ccccc3)CC2)nc2c(C)cccn2c1=O | -8% | 0.3% | -4% | -1% | -4%
Cc1ccc(C)c(NC(=O)Cc2ccc(S(=O)(=O)N3CCCCC3)s2)c1 | -5% | 0.7% | -1% | -6% | -4%
Cc1ccc(-c2noc(C3CCCN(C(=O)c4ccc(C(C)(C)C)cc4)C3)n2)o1 (configuration not stated) | 12% | 0.8% | 32% | 12% | 48µM*
CCOC(=O)Cc1csc2nc(-c3ccccc3)nn12 | 0% | i | -17% | 1% | -8%
COc1ccc(Nc2nc(N3CCOCC3)nc(N3CCOCC3)n2)cc1Cl | 5% | 11% | 26% | -1% | 2%

The list goes on; the last 6 above are carried over.
SMILES | Salmonella PhoP GFP | VEEV TC-83 Vero | M. tuberculosis | H1N1 NS1A inhibition | H37Rv inhibition | others
COc1ccc(OCC(=O)NNC(=O)Nc2cccc(Cl)c2)cc1 | 0% | i | -4% | -1% | 1%
CNC(=O)/C(C#N)=C/c1c(N2CCN(c3ccccc3)CC2)nc2c(C)cccn2c1=O | -8% | 0.3% | -4% | -1% | -4%
Cc1ccc(C)c(NC(=O)Cc2ccc(S(=O)(=O)N3CCCCC3)s2)c1 | -5% | 0.7% | -1% | -6% | -4%
Cc1ccc(-c2noc(C3CCCN(C(=O)c4ccc(C(C)(C)C)cc4)C3)n2)o1 (configuration not stated) | 12% | 0.8% | 32% | 12% | 48µM*
CCOC(=O)Cc1csc2nc(-c3ccccc3)nn12 | 0% | i | -17% | 1% | -8%
COc1ccc(Nc2nc(N3CCOCC3)nc(N3CCOCC3)n2)cc1Cl | 5% | 11% | 26% | -1% | 2%
O=C(CSc1nc2c(sc3ccccc32)c(=O)n1CCCN1CCOCC1)NCC1CCCO1 (configuration not stated) | 4% | 1.5% | 7% | 4% | -4%
CC(=O)N/C(=C\c1ccc(F)cc1)C(=O)NC(Cc1c[nH]c2ccccc12)C(=O)O (configuration not stated) | -8% | 0.2% | -7% | 29% | -2%
C[C@H]1COC(=O)[C@@H](CC(=O)OC(C)(C)C)C/C=C\C[C@H](CC(=O)NCCO)C(=O)N1 | . | 0.2% | -11% | -9% | 10%
CCC(=O)Nc1ccc(Oc2ccc(NC(=O)CC)c(NC(=O)CC)c2)cc1 | 6% | 2.1% | -10% | -3% | -8%
O=C(NCc1ccccc1)NCc1cccs1 | 7% | i | 27% | 3% | 10%
CCOc1cc(/C=C2/C(=N)N3OC(C)=CC3=NC2=O)ccc1OC(=O)c1ccco1 | -7% | 0.3% | ? | -3% | 27%
CCOC(=O)CCCNC(=O)CCNC(=O)c1ccc(OC)cc1 | -3% | 0.8% | 11% | -2% | -3%
COc1cccc(NC(=O)CCN2CCN(c3ccccc3F)CC2)c1 | -1% | 2.9% | 20% | 3% | 7%
Nc1nnc(C(=O)c2ccccc2N)s1 | -3% | 0.8% | 4% | -9% | -3%
C/C(=N\NC(N)=O)c1ccc(Cl)s1 | 7% | i | -4% | -16% | -9%
CCn1cc(CN2CCC(C(=O)Nc3ccc(Oc4ccccc4)nc3)CC2)cn1 | -4% | i | 2% | 0% | 0%
CCCSc1nnc(-c2cccc(S(=O)(=O)N(C)C)c2)n1-c1cc(OC)ccc1OC | -2% | 1.4% | 42% | 0% | 6%
CCN1CC2CCCC3(C1)C(=O)NC1(CCCCC1)N=C23 (configuration not stated) | 9% | 0.4% | 16% | -13% | 9%
COC(=O)c1sccc1NC(=S)Nc1ccc(F)cc1F | 2% | 1.6% | 6% | -9% | -4%
Fc1ccc(NC(=S)N2CCn3cccc3C2c2cccnc2)cc1 (configuration not stated) | 18% | 1.1% | 13% | -1% | -7%
COC(CNC(=O)c1c[nH]c2ccc(S(=O)(=O)N(C)c3ccc(F)cc3)cc2c1=O)OC | 3% | 0.3% | -6% | -3% | -1%
N/C(=N\OC(=O)c1ccc2c(c1)OCO2)c1ccc(Cl)cc1 | -6% | 1.0% | -12% | -2% | ?
Cc1cc(C(=O)CSc2nnc(-c3ccccc3)o2)c(C)n1CC1COc2ccccc2O1 (configuration not stated) | -5% | 0.0% | 0% | 13% | 43%
CCN1CCSc2ccc(C(=O)NCc3cccc(F)c3)cc21 | -2% | 0.7% | -1% | -2% | -9%
O=S(=O)(Cc1ccccc1)N1CCCCCC1 | -8% | 4.2% | -3% | 5% | -6%
Cc1ccc(C(=O)COC(=O)CCCC(=O)Nc2cc(C(F)(F)F)ccc2Cl)cc1C | 9% | 0.8% | 14% | -8% | 2%
COc1ccc(C(=O)OCC(=O)Nc2ccc(Cl)c(C(F)(F)F)c2)c(OC)c1OC | -2% | 6.3% | 53% | 1% | 7%
Cc1c(C(=O)/C=C/N(C)C)nnn1-c1ccc(Cl)cc1Cl | 10% | 0.3% | 30% | 0% | 5%
COc1ccc(CCNC(=O)c2[nH]c(C)c(C(C)=O)c2C)cc1 | 0% | 3.4% | 21% | 3% | -6%
O=C1N=c2ccccc2=C1c1sc(=S)n(-c2ccc(O)cc2)c1O | 15% | i | 8% | -2% | 5%
CC(C)c1csc(CN2CCN(Cc3ccc(F)c(F)c3)C(CCO)C2)n1 (configuration not stated) | 8% | i | 9% | 2% | -5%
COc1ccc(NS(=O)(=O)c2cc(NC(=O)C3CCCCC3)ccc2N2CCOCC2)cc1 | -1% | 2.2% | 0% | 0% | 9%
COc1ccc(C(=O)NC2CCN(CC(=O)Nc3cccc(OC)c3)CC2)cc1 | -4% | 1.9% | 22% | 0% | 10%
O=C(COC(=O)C1COc2ccccc2O1)Nc1cccc(Cl)c1 (configuration not stated) | . | i | 6% | -7% | -1%
CC(C)(CO)CNC(=O)c1ccc2nc(Cc3cccc(Cl)c3)oc2c1 | -5% | 4.1% | 72% | 0% | -5%
CNS(=O)(=O)c1cnccc1N1CCN(c2cccc(C)c2)CC1 | 2% | 5.2% | -11% | -3% | -9%
Clc1ccc2c(NCCNC3CCCCC3)ccnc2c1 | . | ? | . | -1% | .
CC1CCCCN1C(=O)c1ccc(C(=O)Nc2ccc(F)cc2)cc1 (configuration not stated) | 8% | 0.7% | 74% | 7% | ?
CC1CCCN(C(=O)CNS(=O)(=O)c2cccs2)C1 (configuration not stated) | 4% | 2.4% | 4% | 9% | 3%
COc1ccc(/C=N/OCc2nc3c4c(ncn3n2)Oc2ccc3ccccc3c2C4c2ccccc2)cc1 (configuration not stated) | -6% | i | 3% | -3% | -7%
COCCN(C(=O)COC(=O)CCOc1ccccc1C)c1c(N)n(Cc2ccccc2)c(=O)[nH]c1=O | 10% | i | 1% | -3% | -6%
Oc1ccc(/C=N/Nc2ccnc3cc(Cl)ccc23)c(O)c1O | 16% | i | -3% | 14% | -3%
O=C(c1ccc(F)cc1)N1CCN2C(=O)c3ccccc3C12c1ccc(Cl)cc1 (configuration not stated) | -2% | 5.4% | 20% | 2% | 10%
CCOC(=O)c1ccc(N2C(=O)CC(N3CC=C(c4ccc(F)cc4)CC3)C2=O)cc1 (configuration not stated) | 1% | i | 30% | 9% | 16%
